Source: PubChem BioAssay
ADAM17 inh = ADAM17 inhibition, QFRET primary screen; P78536; recombinant ADAM17, EDANS/DABCYL FRET peptide cleavage; inhibition, % at 6.95 µM; 370,000 tested, 0.83% active; AID 720648;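 active means inhibition above the mean of compounds lying between control limits plus 3 SD, set per campaign, cut at about 8.5% in these data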;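 further: 0% = DMSO-only wells as the low control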
KLK7 zymogen act = activators of human kallikrein-7 zymogen. P49862. purified proKLK7, EDANS-DABCYL substrate fluorescence; 100% is mature enzyme control, 0% vehicle. activation, % at 7 µM. 370,000 tested, 0.9% active. AID 652039;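 active means activation above the mean of all tested compounds plus 3 SD, computed per campaign excluding outliers beyond control limits, cut at about 13% in these data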
ARFGAP1 inhibitor = inhibitors of rat ARFGAP1 | Q62848 | Arfgap1-stimulated ARF1 GTP hydrolysis, GDP FP detection | inhibition, % at 16.5 µM | 360,000 tested, 0.26% active;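 active means inhibition above a per-plate limit, mean inhibition of low control wells plus 3 SD, cut at about 25% in these data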;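 further: 0% = DMSO wells with enzyme and 100% = wells lacking Arfgap1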
Target sequence (Q62848 1-136 limits assumed): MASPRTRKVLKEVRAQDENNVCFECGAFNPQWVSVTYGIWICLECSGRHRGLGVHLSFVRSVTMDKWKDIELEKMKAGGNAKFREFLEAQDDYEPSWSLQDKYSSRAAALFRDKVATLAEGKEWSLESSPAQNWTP
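Assay system: Rat Arfgap1 GAP domain (His6, aa 1-136), purified enzyme | Buffer or medium: HEPES 25 mM pH 7.5, NaCl 150 mM, MgCl2, DTT | Schedule: GTP hydrolysis reaction 2 h at 25 °C | Signal: FP of antibody-bound GDP Alexa 633 tracer, ex 620/em 688 nm | Measure: Percent inhibition of Arfgap1-stimulated GTP hydrolysis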
LEDGF integ inh = blocks HIV-1 LEDGF/p75-dependent DNA integration | TR-FRET IN-LEDGF/p75 DNA integration, Eu/Cy5 | inhibition, % at 3.7 µM | 370,000 tested, 0.64% active | AID 743269;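 active means inhibition above the screen-wide mean plus 3 SD, cut at about 13% in these data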;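 further: signal is the Cy5 over europium emission ratio at 671 and 618 nm; 0% = plate median of compound wells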
DDE Tn6 FP inh = disrupts Tn6 cyclic peptide binding to fibrin D-Dimer-E complex; 370,000 tested, 0.21% active; inhibition, % at 8.3 µM; P02675; Fibrin DD(E) TRITC-Tn6 fluorescence polarization displacement; AID 720509;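 active means inhibition above a per-campaign cutoff: mean of compounds within control limits plus 3 SD, cut at about 15% in these data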;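 further: 0% = median of all compound wells on the plate and 100% = blocking peptide control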
Target sequence (P02675 whole entry, looked up): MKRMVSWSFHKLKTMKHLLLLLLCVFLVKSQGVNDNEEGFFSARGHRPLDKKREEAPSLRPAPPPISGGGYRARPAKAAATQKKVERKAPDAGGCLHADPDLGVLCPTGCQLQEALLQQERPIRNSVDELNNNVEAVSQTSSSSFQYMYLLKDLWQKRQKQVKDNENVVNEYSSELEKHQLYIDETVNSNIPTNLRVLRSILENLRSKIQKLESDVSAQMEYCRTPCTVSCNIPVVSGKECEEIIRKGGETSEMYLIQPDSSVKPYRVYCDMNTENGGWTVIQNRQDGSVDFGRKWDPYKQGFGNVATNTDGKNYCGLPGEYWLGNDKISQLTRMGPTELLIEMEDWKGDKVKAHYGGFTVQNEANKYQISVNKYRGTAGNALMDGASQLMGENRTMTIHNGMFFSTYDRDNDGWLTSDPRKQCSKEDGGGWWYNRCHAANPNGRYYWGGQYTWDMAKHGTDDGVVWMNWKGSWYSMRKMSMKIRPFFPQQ
TDP2 inh = TDP2 (human) inhibition, absorbance primary screen | O95551 | recombinant TDP2, T5PNP hydrolysis, p-nitrophenol absorbance 415 nm | inhibition, % at 12.8 µM | 370,000 tested, 0.34% active | AID 720702;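 active means inhibition above the mean of all tested compounds plus 3 SD, set per campaign, cut at about 25% in these data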;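 further: 0% = DMSO with enzyme and 100% = buffer with substrate but no TDP2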
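Incubation: 2 h at 37 °C; Test system: recombinant human TDP2; Quantity: enzyme 120 nM; Read-out basis: percent inhibition; Medium: 50 mM Tris-HCl pH 7.5 with Mg2+, KCl, DTT, BSA; Repeats: single replicate; Compound: 12.8 µM single point, 1% DMSO; Signal: epi absorbance; Reagent: 5 mM T5PNP chromogenic substrate; Benchmarks: no-enzyme high, DMSO-plus-enzyme low.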
ASAP1 inh = inhibitors of human ASAP1 ArfGAP activity. Q9ULH1. ASAP1-stimulated ARF1 GTP hydrolysis, GDP FP detection. inhibition, % at 16.5 µM. 360,000 tested, 0.19% active. AID 624377; in the data active means inhibition above about 25%;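 further: 0% = vehicle with enzyme and substrate and 100% = no enzyme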
Target sequence (Q9ULH1 325-724 limits assumed): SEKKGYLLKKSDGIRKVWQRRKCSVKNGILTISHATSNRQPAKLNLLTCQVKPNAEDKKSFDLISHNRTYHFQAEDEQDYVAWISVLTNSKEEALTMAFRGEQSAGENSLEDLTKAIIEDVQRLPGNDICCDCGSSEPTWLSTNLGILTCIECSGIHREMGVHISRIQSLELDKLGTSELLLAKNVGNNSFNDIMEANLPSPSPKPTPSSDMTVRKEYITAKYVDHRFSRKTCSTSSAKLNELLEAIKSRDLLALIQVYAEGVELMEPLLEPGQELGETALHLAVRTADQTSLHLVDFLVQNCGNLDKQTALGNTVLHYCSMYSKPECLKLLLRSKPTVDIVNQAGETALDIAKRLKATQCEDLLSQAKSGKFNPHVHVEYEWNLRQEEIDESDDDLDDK
ADAM10 inh = ADAM10 inhibition, QFRET primary screen; 370,000 tested, 0.62% active; inhibition, % at 7 µM; recombinant ADAM10, EDANS/DABCYL FRET peptide cleavage, 3 h; O14672;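 active means inhibition above a per-campaign cutoff equal to the mean of compounds falling between control-based bounds plus 3 SD, cut at about 20% in these data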;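 further: 0% = DMSO wells while the 100% control is not disclosed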
Tn7 DDE FP = DD(E)-Tn7 binding inhibition, primary FP screen; inhibition, % at 8.3 µM; 370,000 tested, 0.13% active; AID 720508; FP displacement of FITC-Tn7 peptide from fibrin DD(E); 0% = median of compound wells per plate;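 active means inhibition above the mean of compounds falling within the control limits plus 3 SD of them, cut at about 14% in these data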;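 further: 0% = plate median of compound wells and 100% = 10 µM Aha-Tn7 peptide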
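Assay system: Human fibrin DD(E) protein | Medium: Tris buffer with calcium and detergent, pH 7.8 | Reagent: 0.1 µM fluorescent Tn7 | Compound dosing: Single point at 8.3 µM | Times: 10 min preincubation, 3 h with tracer, room temperature | Detection: Fluorescence polarization of the labelled Tn7 tracer | Controls: Aha-Tn7 high control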
PLC-gamma1 inh = PLC-gamma1 (human) inhibition, primary screen; purified PLC-gamma1, fluorogenic substrate, fluorescence; inhibition, % at 12.2 µM; 370,000 tested, 0.84% active; in the data active means inhibition above about 9.5%
* = called active by the depositor.

SMILES | ADAM17 inh | KLK7 zymogen act | ARFGAP1 inhibitor | LEDGF integ inh | DDE Tn6 FP inh | TDP2 inh | ASAP1 inh | ADAM10 inh | Tn7 DDE FP | PLC-gamma1 inh
COc1ccccc1-c1nnc(SC(C)C(=O)Nc2ccc(C(N)=O)cc2)o1 (configuration not stated) | -3 | 1.1 | -13 | 4 | 2 | 3 | 4 | -4 | -1 | -7
CC/C(=N/Nc1ccccc1)c1cnnc(SC)n1 | 4 | 0.4 | -5 | 1 | -6 | -5 | 7 | 10 | -3 | 4
COc1ccc(N2C(=O)NC(NC(=O)C(C)(C)C)(C(F)(F)F)C2=O)cc1 (configuration not stated) | -5 | 0.5 | 4 | 1 | 0 | -18 | 1 | -4 | 6 | 6
O=C(CN1C(=O)NC(Cc2c[nH]c3ccccc23)C1=O)NC1CCCCC1 (configuration not stated) | -10 | 0.1 | 11 | 2 | 3 | 7 | -17 | -11 | 11 | -1
COc1cccc(CNc2nccs2)c1O | 0 | 0.1 | 5 | -1 | 5 | 16 | -1 | 4 | 4 | 1
N#C/C(=C\c1cn(CCOc2ccccc2F)c2ccccc12)C(=O)NCc1cccs1 | 1 | -0.4 | 1 | 8 | 4 | -10 | -11 | 6 | -8 | 4
Cc1ccc(S(=O)(=O)CCC(=O)Nc2ccccc2Br)cc1 | 3 | 0.0 | 3 | 5 | 2 | -22 | -5 | 9 | 4 | 3
CCOCCOC(NC(=O)c1ccccc1)(C(F)(F)F)C(F)(F)F | -2 | 1.1 | 4 | -2 | 4 | 0 | -8 | -3 | -2 | -3
O=C(Nc1cccnc1)c1cccnc1Cl | -2 | -0.4 | 5 | 0 | 1 | 0 | -6 | 2 | -5 | 1
Cc1ccc(S(=O)(=O)Oc2cccc([N+](=O)[O-])c2)cc1 | 0 | -0.3 | 15 | 3 | 4 | -8 | 10 | -7 | 2 | 3
COc1ccc(NC(=O)c2cc(-c3cc(F)ccc3OC)n[nH]2)c(OC)c1 | 1 | -0.1 | -3 | 2 | 9 | 1 | -6 | 7 | -1 | 0
Oc1ccc(N2CCN(CC(O)c3ccccc3)CC2)cc1 (configuration not stated) | -2 | 1.0 | 3 | 0 | 2 | 0 | -1 | -3 | 3 | -5
CC(=O)c1ccc(N2CCN(C(=O)CN3C(=O)NC4(CCCCC4)C3=O)CC2)c(F)c1 | -3 | -0.1 | -10 | 4 | 3 | -15 | -2 | -2 | 0 | 1
CCCOC(=O)C1[C@H]2C(=O)N(CCCOC)C[C@]23C=C[C@H]1O3 (some centres not stated) | -4 | -0.6 | -2 | -3 | 0 | 1 | -4 | 1 | 7 | -2
CCn1cc(C(=O)NC2CCCCC2C)c(=O)c2ccc(C)nc21 (configuration not stated) | -2 | -0.1 | 5 | 0 | 4 | -3 | 11 | 13 | 0 | 0

Single values from the entries so far:
O=C(Nc1cccnc1)c1cccnc1Cl | Tn7 DDE FP: -5
N#C/C(=C\c1cn(CCOc2ccccc2F)c2ccccc12)C(=O)NCc1cccs1 | ARFGAP1 inhibitor: 1

(further entries)
SMILES | ADAM17 inh | KLK7 zymogen act | ARFGAP1 inhibitor | LEDGF integ inh | DDE Tn6 FP inh | TDP2 inh | ASAP1 inh | ADAM10 inh | Tn7 DDE FP | PLC-gamma1 inh
O=C(COC(=O)c1cccc(Cl)c1)NCc1ccccc1 | -2 | -0.1 | 6 | 2 | -3 | 3 | 0 | -6 | -5 | -1
O=C(Cn1c(-c2ccccc2)noc1=O)Nc1ccc(N2CCCCCC2)cc1 | 11* | -0.3 | -12 | -4 | 9 | 3 | 9 | 17 | -2 | 3
O=C(CSCc1ccc(F)cc1)Nc1nc2c(s1)CCCC2 | 3 | 0.2 | -11 | 0 | -3 | 3 | 0 | 9 | -4 | 0
CN(C)S(=O)(=O)c1cccc(NC(=O)c2cccc(N3C(=O)CCC3=O)c2)c1 | 2 | 0.5 | -8 | 3 | 4 | 19 | -12 | 0 | 3 | 1
Cc1ccccc1Nc1ccc(S(=O)(=O)N2CCOCC2)cc1[N+](=O)[O-] | -3 | -0.2 | 15 | -2 | -6 | -11 | -8 | 4 | 1 | 6
COc1ccc2c(c1)-c1ccccc1S(=O)(=O)N2C | 0 | -0.4 | 12 | 3 | 0 | -8 | -22 | -2 | 0 | 3
C/C(=N\NC(=O)CSCc1ccc(Cl)cc1)c1ccc(NC(=O)c2ccccc2)cc1 | -2 | -0.3 | 0 | -1 | 4 | 12 | -2 | 0 | 6 | -2
O=C(O)c1cccc(COc2ccc3c(c2)CCC3)c1 | -3 | -0.5 | -2 | 1 | 1 | -10 | 3 | -4 | -1 | -3
O=C(Nc1ccccc1Br)C1CC(=O)N(c2ccc3c4c(cccc24)CC3)C1 (configuration not stated) | -5 | -0.2 | 3 | 0 | -4 | -5 | 8 | -5 | 5 | -2
N#Cc1cccc(-c2csc(C(O)(c3ccccc3)C(F)(F)F)n2)c1 (configuration not stated) | 8 | 0.8 | 16 | 1 | -4 | -9 | 3 | 20* | -3 | 5
COC(=O)COc1cc(OCC(=O)OC)c2c(-c3ccccc3)cc(=O)oc2c1 | -2 | 0.8 | -2 | 3 | 4 | 4 | 12 | 0 | 0 | 1
CCOC(=O)/C(C#N)=C(\O)c1ccc(NC(=O)c2ccc([N+](=O)[O-])cc2)cc1 | -5 | -0.1 | -1 | -1 | 1 | 13 | -5 | 3 | 6 | 2
Cc1cc(OCCOCCN(C)CCO)cc(C)c1Cl | -6 | -0.5 | 4 | 0 | 0 | 6 | -9 | -6 | -5 | -1
CCS(=O)(=O)N1CCC(C(=O)Nc2ccc3c(c2)CCC3)CC1 | 1 | 0.3 | 9 | -1 | 7 | 5 | 5 | -6 | -2 | 2
COc1ccccc1NC(=O)NC1(C(=O)N2CCCCCC2)CCCCC1 | -1 | -0.9 | 5 | -2 | -3 | 4 | 7 | -1 | -4 | 0
O=C(NCC1CCCO1)c1nn2c(c1Cl)NC(c1ccc(F)cc1)CC2C(F)(F)F (configuration not stated) | -4 | -0.2 | 5 | 2 | -2 | 1 | 17 | 0 | 0 | -1
CCOC(=O)c1ccc(NC(=O)Nc2cc(C)cc(C)n2)cc1 | -1 | 0.2 | 3 | 1 | -4 | -3 | -14 | 0 | -1 | 1
COc1ccc(/C=C/C(=O)O)cc1S(=O)(=O)NCc1cccnc1 | 2 | -0.4 | -9 | 3 | 2 | -4 | 10 | 10 | -2 | -2
O=C(c1cc(-c2cccc(Cl)c2)on1)N1CCN(c2ccc(F)cc2)CC1 | 2 | -0.6 | 17 | -5 | -1 | -6 | -11 | -9 | -4 | 0
COc1cc(NC(=O)CCN2CCN(c3ccccc3OC)CC2)cc(OC)c1 | -3 | -0.8 | -16 | 0 | -4 | 0 | -3 | -10 | 8 | 0
CC(=O)Nc1ccc(S(=O)(=O)Nc2nc3ccccc3nc2Nc2ccc(O)c(C(=O)O)c2)cc1 | -5 | -1.0 | -8 | -1 | 3 | 11 | -6 | -3 | -3 | -29
CSc1ccc(S(=O)(=O)NCC(=O)OCC(=O)N2CC(C)CC(C)C2)cc1[N+](=O)[O-] (configuration not stated) | -1 | 0.1 | 10 | 5 | -6 | 2 | 9 | 2 | 0 | 1
CCOc1ccc(C(=O)NCCc2cnc[nH]2)cc1OCC | -5 | 0.5 | 17 | 5 | -3 | 0 | -2 | -6 | -6 | 1
O=C1NCCOC(=O)[C@H](Cc2ccc(F)cc2)C/C=C\C[C@H]1CC(=O)N(CCO)Cc1ccccc1 | -3 | -0.2 | 5 | -4 | 8 | -2 | -5 | -7 | 3 | 1
Cc1nnc(-c2ccco2)c2cn(-c3cccc(Br)c3)nc12 | -1 | -0.5 | -3 | 2 | 11 | 8 | -14 | -5 | 8 | -6
CC(Sc1nnnn1-c1ccc(O)cc1)C(=O)NC1CCCCC1C (configuration not stated) | -2 | -0.5 | 17 | 3 | 4 | 0 | 19 | 5 | -1 | 3
CCOc1cc(C(=O)NC(C)Cc2cccs2)cc(OCC)c1OCC (configuration not stated) | -4 | 0.7 | 12 | -3 | 0 | 8 | -1 | 0 | 3 | -1
COc1ccc2[nH]cc(CCNC(=O)Nc3ccccc3C)c2c1 | 0 | 0.0 | -1 | -7 | -3 | -17 | 17 | -3 | 1 | 0
O=C(COC(=O)Cc1c(F)cccc1Cl)NC(=O)Nc1ccccc1F | 5 | 0.2 | -16 | 1 | 0 | -14 | -3 | 1 | 0 | 7
COC(=O)c1cc2oc(C)cc2n1CC(=O)N(C)c1ccccc1 | -2 | -0.3 | -8 | -1 | -5 | 6 | 5 | 1 | -2 | -2
COc1ccc(NC(=O)c2cc(-c3ccc(F)cc3OC(C)C)n[nH]2)cn1 | 3 | 0.0 | 5 | 1 | 0 | -13 | 6 | 3 | -6 | 0
CC(C)NC(=O)c1ccc2c(=O)n(C3CCCC3)c(=S)[nH]c2c1 | -1 | -0.7 | -1 | -2 | 3 | 4 | 14 | 0 | -3 | 1
Cc1nn2c(N3CCOCC3)cc(C(C)(C)C)nc2c1-c1ccc(Cl)cc1 | -5 | -0.1 | 8 | 0 | 1 | -4 | -5 | -7 | 5 | -2
CCCOc1ccc(-c2nnn(CC(=O)OCC)n2)cc1 | -6 | -0.5 | 10 | 6 | -1 | -8 | -2 | 2 | 0 | 4
COc1cccc(NC(=O)COc2ccc(C)cc2)c1 | 0 | 0.1 | 7 | -2 | 5 | -6 | 16 | 0 | 6 | 1
COc1cc(OC)c(C(=O)OCC(=O)Nc2cc(C)on2)cc1OC | -1 | 0.2 | -9 | -1 | -6 | 8 | -10 | 2 | 4 | 1
CC(=O)c1ccc(OCC(=O)N(CCC2=CCCCC2)c2c(N)n(Cc3ccccc3)c(=O)[nH]c2=O)cc1 | -4 | -0.1 | 5 | -1 | -2 | 14 | -8 | -9 | 5 | -6
Cc1ccc2c(c1)NC(=O)C(CC(=O)NCCCN1CCCC1=O)O2 (configuration not stated) | -2 | 0.0 | -6 | -4 | 2 | 13 | 12 | -13 | -2 | -1

Random draw from the library; any-hit rate near 4.2%.
